H9c2 TAG inh – inhibitors of triacylglycerol accumulation | H9c2 cells, Nile Red lipid (TAG) fluorescence; cells loaded with 200 µM oleic acid | inhibition, % at 12.5 µM | actives 0.66% (n = 230,000);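 active = pattern-corrected inhibition of lipid staining of at least 50% with the nuclear-stain viability signal not falling by more than 50%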;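 also: 0% = DMSO wells and 100% = triacsin C control wells; some results filed as inactive read as strong as hits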
H9c2 TAG inh DAPI viability – further read-out of H9c2 TAG inh, marked with its call; DAPI nuclei signal change (viability), lower = more cytotoxic, %;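 whole-well DAPI fluorescence read on a plate reader as a viability signal; minus 50 percent equals half of cells still viable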
Numbers without * were called inactive. Not all compounds are listed; the hit share may differ from the screen's.

Value order – H9c2 TAG inh, H9c2 TAG inh DAPI viability
#1 Cc1ccc(C(=O)Nc2ccccc2C(=O)N2CC(C)OC(C)C2)cc1 (stereo not given)
  -14, 3
#2 CCn1cc(C(=O)Nn2cnnc2)c(=O)c2ccc(C)nc21
  -3, -1
#3 Cc1noc(C)c1CSc1nnnn1-c1ccc(Cl)cc1
  12, 5
#4 CC1CC(Nc2ccccc2)c2ccccc2N1C(=O)c1ccco1 (stereo not given)
  -8, 7
#5 CC(C)c1ccc(S(=O)(=O)NC2CCS(=O)(=O)C2)cc1 (stereo not given)
  -4, 6
#6 CCC(=O)Oc1ccc(C(=O)Nc2ccc([N+](=O)[O-])cc2)cc1
  -2, -5
#7 O=C(Nc1ccccc1)C1Cc2c(-c3ccccc3Oc3ccccc3)ccnc2O1 (stereo not given)
  -11, 1
#8 O=C(Nc1nc(OCC(F)(F)F)cnc1/C=C\c1ccccc1)c1ccsc1
  23, 2
#9 CCOc1ccccc1OCCCC(=O)Nc1sccc1C(N)=O
  3, 5
#10 COc1ccccc1NCC(=O)N/N=C/c1sccc1C
  0, 2
#11 CCc1ccc2[nH]c(=O)c(C(c3nnnn3Cc3ccccc3)N3CCOCC3)cc2c1 (stereo not given)
  14, -8
#12 CCn1ncc2c(OCc3ccc(C#N)cc3)cc(C)nc21
  21, -10
#13 O=C1C2CC=CCC2C(=O)N1c1ccc(NCCc2ccccc2F)c([N+](=O)[O-])c1 (stereo not given)
  -8, 10
#14 COc1ccc(Cc2nc3ccc(C(=O)NCCn4ccnc4C)cc3o2)cc1OC
  -17, 3
#15 CC1(C)CC(=O)C(N=Nc2ccc(F)cc2)=C(O)C1
  1, 3
#16 O=C(Nc1cc([N+](=O)[O-])ccc1N1CCOCC1)c1cccs1
  12, -4
#17 COc1ccc(NC(=O)CS(=O)c2ccc(Cl)c(Cl)c2)cc1 (stereo not given)
  2, 5
#18 CCOC(=O)Cn1c(CN2CCOCC2)nc2c1c(=O)[nH]c(=O)n2C
  -12, 0
#19 O=C(COC(=O)CNS(=O)(=O)c1ccc(Cl)cc1)NC1CCCCC1
  -3, 2
#20 COc1ccc(C2C=C(c3ccc(C)cc3)Nc3ncnn32)cc1 (stereo not given)
  -2, 44

Reprinted at random: 3 compounds from above.
Value order – H9c2 TAG inh, H9c2 TAG inh DAPI viability
#12 CCn1ncc2c(OCc3ccc(C#N)cc3)cc(C)nc21
  21, -10
#20 COc1ccc(C2C=C(c3ccc(C)cc3)Nc3ncnn32)cc1 (stereo not given)
  -2, 44
#14 COc1ccc(Cc2nc3ccc(C(=O)NCCn4ccnc4C)cc3o2)cc1OC
  -17, 3

Some of these compounds in order of SMILES length, low to high.
Value order – H9c2 TAG inh, H9c2 TAG inh DAPI viability
#15 CC1(C)CC(=O)C(N=Nc2ccc(F)cc2)=C(O)C1
  1, 3
#20 COc1ccc(C2C=C(c3ccc(C)cc3)Nc3ncnn32)cc1 (stereo not given)
  -2, 44
#7 O=C(Nc1ccccc1)C1Cc2c(-c3ccccc3Oc3ccccc3)ccnc2O1 (stereo not given)
  -11, 1

(more compounds)
Value order – H9c2 TAG inh, H9c2 TAG inh DAPI viability
#21 CC(C)CN1CCN(CCCOC(=O)Nc2cccc3ccccc23)CC1C (stereo not given)
  10, -5
#22 Cc1nc2ccc(S(=O)(=O)NCC(=O)O)cc2s1
  2, 10
#23 O=C(NCC(c1ccc(F)cc1)N1CCOCC1)c1ccc(-c2ccccc2)cc1 (stereo not given)
  -1, 1
#24 CCOC(=O)C1(Cc2cccc(OC)c2)CCCN(C(=O)c2ccc(OC)o2)C1 (stereo not given)
  -17, -4
#25 O=C(CSCC(=O)NC1CC1)Nc1ccccc1
  -7, 1
#26 O=C(NN=Cc1cccc([N+](=O)[O-])c1)c1cc(-c2cccnc2)nc2ccccc12
  -11, 2
#27 CCn1c(=O)cc(SCC(=O)N(C)Cc2ccccc2)c2ccccc21
  28, 7
#28 COC(=O)c1ccc(C(c2c(N)n(CC(C)C)c(=O)[nH]c2=O)N2CCN(c3ccccc3)CC2)cc1 (stereo not given)
  -1, 2
#29 C/C=C(/C)C(=O)O[C@@H]1c2c(ccc3ccc(=O)oc23)OC(C)(C)[C@@H]1OC(C)=O
  -15, 5
#30 CC1(C(=O)NS(=O)(=O)c2ccc(Cl)s2)CCN1C(=O)Cc1ccccc1Cl (stereo not given)
  -9, 8
#31 O=C(NCCc1c[nH]c2ccccc12)C(=O)NCC1OCCN1S(=O)(=O)c1ccc(Cl)cc1 (stereo not given)
  -2, 0
#32 Cc1ccccc1C(=O)N1CCC(C(=O)N2CCN(S(=O)(=O)c3ccccc3F)CC2)CC1
  -3, 1
#33 CN(CC(=O)Nc1ccc(Cl)c(C(F)(F)F)c1)C(=O)CCN1C(=O)C2CC=CCC2C1=O (stereo not given)
  -2, 0
#34 CCOC(=O)CN1CC23C=CC(O2)C(C(=O)Nc2ccc(F)cc2)C3C1=O (stereo not given)
  7, -15
#35 Cc1cc(C)c2c(-n3cccc3)c(NC(=O)OCc3ccccc3)sc2n1
  8, -7
#36 NC(=O)CSc1nnnn1-c1ccccc1Cl
  3, 2
#37 CC(C)c1ccc(/C=C(\NC(=O)c2ccccc2)C(=O)NCCN2CCOCC2)cc1
  11, -3
#38 CC(C)(C)OC(=O)N1CCN(C(=O)c2[nH]cnc2C(=O)NCc2ccccc2)CC1
  -10, 6
#39 COc1ccccc1NC(=O)N(Cc1cc2cc(OC)c(OC)cc2[nH]c1=O)CC1CCCO1 (stereo not given)
  -1, -4
#40 O=C(Nc1ccc2[nH]ncc2c1)c1ccccc1
  -3, 2
#41 COc1ccc(Cl)cc1NC(=O)CN(C)C(=O)c1cn2ccccc2n1
  -6, -7
#42 CC(C)(C)c1cc2nc(NCc3cccc(Cl)c3)ccn2n1
  7, 1
#43 Cc1ccc(-n2ncc3c(=O)n(CC(=O)NCc4ccco4)cnc32)cc1C
  12, -7
#44 CCCC#Cc1ccc2c(c1)O[C@H](CN(C)C(=O)CC1CC1)[C@H](C)CN([C@@H](C)CO)S2(=O)=O
  25, -10
#45 COc1ccc(/C(N)=N/OC(=O)c2cccc([N+](=O)[O-])c2)cc1
  13, -2
#46 Cc1nc2nc(SCc3ccc([N+](=O)[O-])cc3)[nH]c2cc1Br
  12, -4
#47 CC(C)(C)c1ccc(C(=O)NNC(=O)C2CCCCC2)cc1
  1, -6
#48 CCN(CCCNC(=O)Cn1ncc2c(=O)oc3ccccc3c21)c1cccc(C)c1
  -7, 7
#49 CC1(C)Cc2c(c(=S)nc(-c3ccccc3)n2Cc2cccnc2)CO1
  4, 1
#50 CC1CCCCC1NC(=O)c1ccc2c(c1)OCCO2 (stereo not given)
  -12, 2
#51 Cc1ccc(N2C(=O)N(CC(=O)NCc3ccc(Cl)cc3)C(=O)C2C)cc1 (stereo not given)
  35, -4
#52 CN(Cc1ccccc1)C(=O)COC(=O)c1ccc(Br)c(S(=O)(=O)N2CCOCC2)c1
  -9, 10
#53 Cc1noc2ncnc(N3CCN(c4ccc(F)cc4)CC3)c12
  -5, 7
#54 O=C(O)C1CC=CCC1C(=O)NNS(=O)(=O)c1ccccc1 (stereo not given)
  1, -5
#55 NC(=O)c1ccsc1NC(=O)CCS(=O)(=O)c1ccc(Cl)cc1
  -3, -2
#56 CC(C)c1ccccc1OS(N)(=O)=O
  -30, 9
#57 COc1ccc(C2CC(=O)Oc3cc(OC)ccc32)cc1 (stereo not given)
  -20, 5
#58 CCN(C[C@H]1N[C@@](Cc2ccccc2)(C(=O)OC)[C@H]2C(=O)N(C)C(=O)[C@@H]12)C(=O)c1ccc(C)cc1
  4, -6
#59 Clc1cc2c(nn1)Nc1ccccc1S2
  -4, 1
#60 C#CCOCCOCCOCCNc1nc(N2CCN(C(=O)Cn3cc(CCCN=C(N)N)nn3)CC2)nc(N2CCN(C(=O)[C@H](CCCCN)n3cc(CC(C)O)nn3)CC2)n1 (stereo not given in full)
  -13, 1
#61 NC(=O)c1ccc(NC(=O)C2CCCO2)cc1 (stereo not given)
  -3, 11
#62 COc1ccc(C(=O)NC(=O)CSc2nnc(-c3ccco3)n2-c2ccccc2)cc1
  16, 0
#63 Cc1cccc(NC(=O)CN2CCN(C(=O)c3cnn(Cc4ccccc4)c3)CC2)c1C
  23, -15
#64 Cc1ccc(NC(=O)CCC(=O)c2ccccc2)cc1
  -1, -1
#65 CC1CCN(C(=O)N2c3ccccc3Sc3ccccc32)CC1
  -15, 4
#66 CC(C)C[C@@H](CO)N1CCN(Cc2ccc(Br)cc2)CCC1=O
  -18, 2
#67 CCNC(=O)C1CCCN(Cc2ccc(OCc3ccccc3)cc2)CC1 (stereo not given)
  1, 1
#68 Cc1ccc(S(=O)(=O)N2[C@@H](c3ccc(Br)cc3)C(C(=O)O)=C[C@H]2CC2CCCC2)cc1
  1, 7
#69 CCN(CC)C(=O)c1c(C)nc2ccccn12
  2, 2
#70 CC(=O)Nc1ccc(S(=O)(=O)N2CCSc3ccccc32)cc1
  34, -27
#71 COc1ccc(C(=O)O)cc1S(N)(=O)=O
  -3, -6
#72 COc1cc2c3c(c1)/C(=C1/SC(NC(C)=O)=NC1=O)C(=O)N3C(C)(C)C=C2C
  -1, 18
#73 O=C(O)c1ccccc1Nc1cccc(OCc2ccc3ccccc3n2)c1
  -3, 0
#74 O=C(NC1(C(=O)NC2CCCCC2)CCCCC1)c1ccccn1
  17, -6
#75 CC(C)n1ncc2c(C(=O)NCC(=O)Nc3ccccc3Br)cc(C3CC3)nc21
  -4, -4
#76 O=C1C=CC(=O)N1Cc1ccncc1
  1, -6
#77 O=C(CSc1ccccc1)Nc1cccc(S(=O)(=O)N2CCOCC2)c1
  4, 1
#78 CCn1c(CC(=O)Nc2ccccc2OC)nnc1SCC(=O)Nc1ccccc1F
  14, -9
#79 COCCn1nnnc1C(c1ccc(OC)cc1OC)N1CCN(c2ccccc2F)CC1 (stereo not given)
  5, 1
#80 O=S(=O)(Nc1cc(Cl)ccc1-n1cncn1)c1cc(Br)ccc1Br
  1, -8

Following part:
Value order – H9c2 TAG inh, H9c2 TAG inh DAPI viability
#81 S=C(NCc1cccs1)Nc1cc(Cl)cc(Cl)c1
  -6, 4
#82 Cc1cc(=O)oc2cc(OCC(=O)Nc3nnc(C(C)C)s3)ccc12
  5, 6
#83 CCOC(=O)c1[nH]c2cc(OC)c(OC)cc2c1NC(=O)c1nonc1C
  9, 14
#84 O=C(COC(=O)c1ccc(Br)o1)NCc1ccccc1Cl
  0, -2
#85 O=C(NCc1ccccn1)Nc1ccccc1F
  15, 3
#86 COc1c(Cl)cc(-c2noc(C)c2C(=O)NCc2ccccc2)cc1Cl
  14, 0
#87 C[C@@H]1CN([C@H](C)CO)C(=O)CCCn2cc(nn2)CO[C@H]1CN(C)S(=O)(=O)c1ccc(Oc2ccccc2)nc1
  4, -15
#88 Cc1[nH]nc2c1C(Cc1ccccc1)C(C#N)=C(N)O2 (stereo not given)
  -8, 16
#89 CN(CCN(C)C(C)(C)C)C(=O)C(c1ccccc1)c1ccccc1
  2, 8
#90 CN(C)CCCNCC(=O)Nc1ccccc1N1CCOCC1
  0, 8
#91 CN(C)CCn1c(=S)[nH]c2ncccc2c1=O
  -5, 3
#92 CCCCn1c(N)c(N(CCC(C)C)C(=O)COC(=O)c2cccnc2SC)c(=O)[nH]c1=O
  19, 0
#93 CCCSc1nc2c(c(=O)[nH]c(=O)n2C)n1C
  3, 0
#94 CC(=O)c1c(C)[nH]c(C(=O)NCc2cccs2)c1C
  20, 4
#95 Cc1cc(Cl)c(S(N)(=O)=O)cc1OCC(N)=O
  -22, 9
#96 COc1cccc(CNC(=O)CN2C(=O)NC(c3ccccc3)(c3ccccc3)C2=O)c1
  16, -3
#97 O=C(c1ccccc1)N1CCN(C(=O)C23CC4CC(CC(C4)C2)C3)CC1
  0, 0
#98 O=C(Nc1ccccc1N1CCCCC1)c1ccc([N+](=O)[O-])o1
  48, -13
#99 COc1ccc(N2Cc3cccc(C(=O)N4CCOCC4)c3C2=O)cc1
  -1, 7
#100 COc1ccc([C@H]2CC(=O)C=C(c3cccc(C#N)c3)C2)cc1
  4, 2
#101 c1ccc(Cn2nnnc2CN2CCOCC2)cc1
  -28, 13
#102 Cn1c2c(c(=O)n(C)c1=O)CN(CC1CCCO1)CN2 (stereo not given)
  -6, 6
#103 COc1ccccc1C(=O)COC(=O)C1CCN(S(=O)(=O)c2ccc(C)c(C)c2)CC1
  -10, 6
#104 COc1ccccc1-c1ccc(SCc2ccccc2F)nn1
  -22, 4
#105 Cn1c(=O)c(-c2cccc(Cl)c2)c(O)c2ccccc21
  -8, 8
#106 CCCNC(=O)COC(=O)c1cc(-c2ccc(OC)cc2)nc2ccccc12
  6, 7
#107 C=C(C)Cn1c2ccc(NC(=O)NCCc3cccs3)cc2c(=O)n1C
  4, 15
#108 COc1ccc(NC(=O)CN(C)CC(=O)Nc2cccc3ccccc23)c(OC)c1
  5, -2
#109 CCc1nnc(NC(=O)Cn2nc(-c3ccc(OC)c(OC)c3)ccc2=O)s1
  7, -2
#110 Cc1cc(NC(=S)Nc2ccc(C)c(Cl)c2)n[nH]1
  -22, -1
#111 CSc1ccc(Cl)c(C(=O)OCC(=O)N2CCN(c3ccccc3)CC2)c1
  -40, -3
#112 Cc1ccc(-n2nc3c(c2NC(=O)CCC2CCCCC2)CS(=O)C3)cc1 (stereo not given)
  5, -3
#113 Fc1ccccc1Nc1n[nH]c(=S)s1
  7, -12
#114 CCc1cc2c(SCC#N)ncnc2s1
  -4, -6
#115 Cc1cc(N/N=C/c2ccc(N(C)C)cc2)nc(NCc2ccccc2)n1
  9, 74
#116 Cc1csc2ncc(C(=O)Nc3cccc(C(F)(F)F)c3)c(=O)n12
  -1, -1
#117 O=C(CN1C(=O)NC2(CCCC2)C1=O)OCc1cc(=O)n2cc(Br)ccc2n1
  13, 3
#118 O=C(NCc1cccnc1)C(=O)Nc1nc(C23CC4CC(CC(C4)C2)C3)cs1
  11, -14
#119 CCN(CC(=O)Nc1ccccc1OC)CC(=O)Nc1sccc1C#N
  -12, 1
#120 COCC1CCCN(C(=O)c2ccc(OC3CCN(Cc4ccccn4)CC3)cc2)C1 (stereo not given)
  7, -10

Bioassay records as filed in PubChem.
